CHT block = inhibitors of human choline transporter CHT; AID 488975; 310,000 compounds, 0.86% hits; CHT-expressing cells, membrane potential dye, choline response; active compounds read low; Q9GZV3; B-score at 10 µM;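 active = B-score over 3 SD under the library average, and starting fluorescence ratio not unusually high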;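 note: choline stimulus applied at its EC90 after an EC20 pre-addition; B-score computed on integrated fluorescence ratio after choline addition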
Target sequence (Q9GZV3 whole entry, looked up): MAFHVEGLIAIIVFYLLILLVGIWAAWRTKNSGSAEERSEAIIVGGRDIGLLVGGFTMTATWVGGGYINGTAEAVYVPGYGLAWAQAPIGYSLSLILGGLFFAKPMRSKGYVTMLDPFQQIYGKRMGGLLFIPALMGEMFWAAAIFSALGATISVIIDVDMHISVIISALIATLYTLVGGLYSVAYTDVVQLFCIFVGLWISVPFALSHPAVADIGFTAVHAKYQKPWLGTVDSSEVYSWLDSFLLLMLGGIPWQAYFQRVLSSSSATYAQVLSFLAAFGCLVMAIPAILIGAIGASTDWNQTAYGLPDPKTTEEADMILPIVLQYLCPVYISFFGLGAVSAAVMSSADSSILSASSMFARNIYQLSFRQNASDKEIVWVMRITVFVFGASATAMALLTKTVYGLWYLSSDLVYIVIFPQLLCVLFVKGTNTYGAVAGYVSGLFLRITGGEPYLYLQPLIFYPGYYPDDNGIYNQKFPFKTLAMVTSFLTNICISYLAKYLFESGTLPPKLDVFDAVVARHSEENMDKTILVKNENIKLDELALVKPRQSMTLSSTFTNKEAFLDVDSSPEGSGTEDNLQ
CHT PAM = allosterically activates the human high affinity choline transporter | 310,000 compounds, 0.49% hits | B-score at 10 µM | CHT-expressing cells, membrane potential dye, choline EC20; active compounds read high; LV-AA mutant CHT in HEK293 cells | Q9GZV3;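 active = initial fluorescence not abnormally high and integrated response B-score, plate-corrected, over 3 SD above library mean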
* hit, by the source's call; i = inactive.

Below each SMILES: CHT block	CHT PAM
1) Cc1ccc(/C=N\NC(=O)Cc2noc3ccccc23)cc1
→ i	i
2) Cc1cccc(C(C)C)c1NC(=O)COC(=O)C1CC(=O)N(Cc2ccccc2)C1 (configuration not stated)
→ i	i
3) CC(C)/C=N/NC(=O)c1cc(Br)ccc1O
→ i	i
4) Cc1ccc(C(=O)O/N=C(\N)c2ccccn2)c(Cl)c1
→ i	i
5) COCCn1c(C)cc2c(c1=O)C(c1ccco1)C(C#N)=C(N)O2 (configuration not stated)
→ i	i
6) O=C1NCC(COCc2ccccc2)O1 (configuration not stated)
→ i	i
7) CN(C(=O)CS(=O)(=O)c1cn(CC(=O)N2CCCC2)c2ccccc12)c1ccccc1
→ i	i
8) Cc1cc(C(=O)NNC(=O)c2c(-c3c(Cl)cccc3Cl)noc2C)no1
→ i	i
9) Cc1sc(NC(=O)C2CSC3(C)CCC(=O)N23)nc1-c1ccccc1 (configuration not stated)
→ i	i
10) O=C(Nc1nc(-c2nc3ccccc3s2)cs1)C1COc2ccccc2O1 (configuration not stated)
→ i	i
11) Cc1ccc(NC(=O)CCC(=O)c2cccs2)nc1
→ i	i
12) Cc1cccc(C)c1OCC(=O)Nc1ccc2c(c1)C(=O)NC2=O
→ i	i
13) Cc1ccc(S(=O)(=O)N2CCOCC2)cc1NC(=O)COC(=O)C1COc2ccccc2O1 (configuration not stated)
→ i	i
14) CCSc1nnc2nc(C)cc(C)n12
→ i	i
15) CSc1nccn1C(=O)c1ccccc1[N+](=O)[O-]
→ i	i
16) COc1ccc(NC(=O)CN2CCN(CC(=O)Nc3ccccc3Cl)CC2)cc1
→ i	i
17) Cc1cc(Nc2ncc(Cl)cc2Cl)n(-c2ccccc2C)n1
→ i	8.82*
18) Cc1csc(NC(=O)CCS(=O)(=O)c2ccc(Br)cc2)n1
→ i	i
19) O=C(CNCc1ccccc1Cl)NCc1ccco1
→ i	i
20) CC(=O)Nc1cccc(C(=O)OCC(=O)c2ccc3c(c2)OCO3)c1
→ i	i
21) CN(C)CCCN=Cc1c(O)n(Cc2ccccc2)c(=O)c2ccccc12
→ i	i
22) CCOC(=O)CNC(=O)COc1coc(CN2CCN(c3ccccc3F)CC2)cc1=O
→ i	i
23) N#CCCSCc1ccc(C(=O)O)o1
→ i	i
24) O=[N+]([O-])c1cccc(S(=O)(=O)N2CCCCCC2)c1
→ i	i
25) CN(C)c1ccnc(Nc2ccc(F)cc2)c1C#N
→ i	i
26) O=C(CCCc1nc(-c2ccccc2Cl)no1)NC1CCCCC1
→ i	i
27) Cc1cc(C(C#N)c2ccccc2F)n2ncnc2n1 (configuration not stated)
→ i	i
28) CCn1c(-c2cc(Cl)ccc2OC)n[nH]c1=S
→ i	i
29) Cc1ccccc1-n1c(Cn2c(=O)sc3ccccc32)nnc1SCC(=O)Nc1nccs1
→ i	i
30) O=C(NCCCN1CCOCC1)c1ccc([N+](=O)[O-])cc1[N+](=O)[O-]
→ i	i
31) Cc1cccc(-n2c(CCc3ccccc3)nnc2SCC(=O)c2ccccc2)c1
→ i	i
32) CCC(C)NC(=O)CSc1nc2ccccc2c(=O)n1Cc1ccc(OC)cc1 (configuration not stated)
→ i	i
33) CSCC(C)N1CCC(Oc2cccc(C(=O)NCc3ccccn3)c2)CC1 (configuration not stated)
→ -16.6*	i
34) CSc1ccc(C(=S)N2CCN(C(c3ccccc3)c3ccccc3)CC2)cc1
→ i	i
35) Cc1ccc(S(=O)(=O)CC(=O)c2cc3cccc(C)c3oc2=O)cc1
→ i	i
36) O=C(NCC1CCCO1)C1CCN(C2CCN(C3CCCCCC3)CC2)CC1 (configuration not stated)
→ i	i
37) COc1ccc(NC(=O)c2cc(CC(C)C)nc3ccccc23)cc1
→ i	i
38) CC(C)Nc1nc(-c2ccccc2)nnc1-c1ccccc1
→ i	i
39) CC(=O)c1sc2c(c1OC(=O)c1ccc(Cl)cc1Cl)c(=O)n(-c1ccccc1)c(=S)n2-c1ccccc1
→ i	i
40) COc1ccc2c(c1)C=C(CN1CCN(C(C)C)C(CCO)C1)CO2 (configuration not stated)
→ i	i

CHT block: hit marks shown above.
No.	SMILES	CHT block
33	CSCC(C)N1CCC(Oc2cccc(C(=O)NCc3ccccn3)c2)CC1 (configuration not stated)	-16.6*

Next part
Below each SMILES: CHT block	CHT PAM
41) Cc1ccc(S(=O)(=O)c2cc(N3CCOCC3)nc(-c3ccccc3)n2)cc1
→ i	i
42) CCCS(=O)(=O)c1nc(S(=O)(=O)c2ccc(C)cc2)c(N2CC(C)OC(C)C2)s1 (configuration not stated)
→ i	i
43) CN(C)C(CN=C1NS(=O)(=O)c2ccccc21)c1ccco1 (configuration not stated)
→ i	i
44) O=C(NCCOc1ccccc1)c1cc(S(=O)(=O)N2CCOCC2)ccc1F
→ i	i
45) CCOC(=O)C1=C(C)NC(C)=C(C(=O)OC)C1c1cccc([N+](=O)[O-])c1 (configuration not stated)
→ i	i
46) CCc1ccc2oc(C(=O)NCc3ccc(S(N)(=O)=O)cc3)c(C)c2c1
→ i	i
47) COCCN(C(=S)Nc1cccc(OC)c1)C1CCN(C(C)C)CC1
→ i	i
48) O=C1NC(=Nc2ccccc2)c2c1cccc2[N+](=O)[O-]
→ i	i
49) O=C(N/N=C/c1ccc(Br)o1)c1ccc2c(c1)OCCO2
→ i	i
50) CCCCn1c(N)c(N(CCOC)C(=O)Cn2c(=O)oc3ccccc32)c(=O)[nH]c1=O
→ i	i
51) O=C(NC1CCCC1)C(c1ccc(F)cc1)N(Cc1ccccc1)C(=O)c1csnn1 (configuration not stated)
→ i	i
52) O=C(c1cc(=O)[nH]c2ccccc12)N1CCN(c2ccccc2)CC1
→ i	i
53) O=C(CSc1ccc(Cl)cc1)Nc1cccc(-c2nc3ccccc3[nH]2)c1
→ i	i
54) C=CCN1C(=O)/C(=C2/Sc3ccccc3N2CC)SC1=S
→ i	i
55) CCC(C)c1ccccc1NC(=O)COC(=O)c1ccc(N2CCCC2)c([N+](=O)[O-])c1 (configuration not stated)
→ i	i
56) COc1ccc(CC(=O)NCC2CCCN(Cc3ccc(F)cc3F)C2)cc1 (configuration not stated)
→ i	i
57) Cc1oc2cc3oc(=O)c(CCC(=O)NCCN4CCOCC4)c(C)c3cc2c1C
→ i	i
58) CCCN1C2CCCC1CC(NC(=O)NC13CC4CC(CC(C4)C1)C3)C2 (configuration not stated)
→ i	i
59) CCC(=O)NCCc1nc2cc(NC(=O)c3ccc(OC)cc3)ccc2n1C
→ i	i
60) O=C(Nc1ccc(N2CCCC2=O)cc1)c1cncc(Br)c1
→ i	i

Record cards, from the list above.
COCCN(C(=S)Nc1cccc(OC)c1)C1CCN(C(C)C)CC1 reads CHT block = i; CHT PAM = i
C=CCN1C(=O)/C(=C2/Sc3ccccc3N2CC)SC1=S reads CHT block = i; CHT PAM = i

(further entries)
Below each SMILES: CHT block	CHT PAM
61) O=c1oc2ccccc2c(Nc2ccccc2O)c1[N+](=O)[O-]
→ i	i
62) O=C(CCNC(=O)Cn1ccc2ccccc2c1=O)NCC1CCCC1c1ccccc1 (configuration not stated)
→ i	i
63) CC1Cc2ccccc2N1S(=O)(=O)c1cccc(C(=O)c2nccn2C)c1 (configuration not stated)
→ i	i
64) CC1CCCCC1NC(=O)C(=O)NCC1CCCO1 (configuration not stated)
→ i	i
65) CCCN(C(=O)COC(=O)c1cc(CC)c(C)s1)c1c(N)n(Cc2ccccc2)c(=O)[nH]c1=O
→ i	i
66) O=C(OCc1ccccc1Cl)C1CC(=O)N(Cc2ccco2)C1 (configuration not stated)
→ i	i
67) CCCn1c(COc2ccccc2)nc2ccccc21
→ i	i
68) Cc1ccc(S(=O)(=O)NC(C)(C)CN2CCc3ccccc3C2)cc1
→ i	i
69) O=C(CSc1ccc(-c2cccs2)nn1)Nc1ccccc1
→ i	i
70) COc1cc(Cl)ccc1NC(=S)N(CCN1CCOCC1)C1CCN(C(C)=O)CC1
→ i	i
71) CC1=C(C(=O)OC(C)C)C(c2cccnc2)C2=C(CC(C)(C)CC2=O)N1 (configuration not stated)
→ i	i
72) O=C(CSc1nnc(-c2ccccc2F)n1C1CCCCC1)N1CCCC1
→ i	i
73) C=CCOC(=O)C1=C(C)NC(=O)NC1c1cn(-c2ccccc2)nc1-c1cccs1 (configuration not stated)
→ i	i
74) COc1ccc(CN=C(Nc2ccccc2)SC2CC(=O)N(C)C2=O)cc1 (configuration not stated)
→ -5.55*	i
75) COc1ccc(NC(=O)CCC(=O)N(Cc2ccc(OC)c(OC)c2)c2nccs2)cc1
→ i	i
76) O=C(COC(=O)c1ccc(O)cc1O)Nc1nnc(-c2ccccc2)o1
→ i	i
77) C/C=C/C(=O)OCC(=O)Nc1ccc(C)c(S(=O)(=O)N(C)C)c1
→ i	i
78) CCC(CC)C(=O)NCCc1ccc(OC)c(OC)c1
→ i	i
79) Cc1cc(C)c[n+](-c2[nH]c(=O)sc2/C=N/N=C(\[O-])c2cccnc2)c1
→ i	i
80) COc1ccc(C2NC(c3ccc(OC)cc3)C(c3ccccc3)C(=O)C2c2ccccc2)cc1 (configuration not stated)
→ i	i

Reprinted at random: 2 records from the list.
Below each SMILES: CHT block	CHT PAM
76) O=C(COC(=O)c1ccc(O)cc1O)Nc1nnc(-c2ccccc2)o1
→ i	i
67) CCCn1c(COc2ccccc2)nc2ccccc21
→ i	i

Values by screen from above:
Compounds 76 to 80 in CHT block, in turn: i, i, i, i, i

Next section.
Below each SMILES: CHT block	CHT PAM
81) COc1nsnc1NS(=O)(=O)c1ccc(NC(=S)NC(=O)c2cccnc2)cc1
→ i	i
82) COc1ccc(-c2csc(NC(=O)CSc3nc(C)cs3)n2)cc1
→ i	i
83) CC(C)(C)C(=O)NC(=S)NNC(=O)c1ccncc1
→ i	i
84) CCCSC1=N/C(=C\c2ccc3c(c2)OCO3)C(=O)S1
→ i	i
85) Cc1cccc(NC(=O)CSCc2nc3c(nnn3Cc3ccc(F)cc3)c(=O)[nH]2)c1C
→ i	i
86) CCCOc1ccc(N2C(=O)C3ON(c4ccccc4)C(CCC)C3C2=O)cc1 (configuration not stated)
→ i	i
87) O=C(CCc1nc2ccccc2c(=O)[nH]1)Nc1nnc(SCc2ccc(F)cc2)s1
→ i	i
88) Cc1cc(N2CCN(C)CC2)nc2ccc(NC(=O)c3ccc4c(c3)OCO4)cc12
→ i	i
89) Cc1ccc(NC(=O)COC(=O)c2cc(-c3cccs3)nn2-c2ccccc2)cc1[N+](=O)[O-]
→ i	i
90) CC1CCN(CC(=O)N2CCN(c3ccccc3)CC2)CC1
→ i	i
91) Cc1ccn2c(C(=O)CSc3ccc(Cl)cc3)c(C)nc2c1
→ i	i
92) C=C(C)Cn1c(CCNC(=O)C(C)C)nc2ccccc21
→ i	i
93) COc1cc(OC)c(S(=O)(=O)NCc2cccnc2)cc1NC(C)=O
→ i	i
94) CC(=O)N/C(=C\c1ccc(F)cc1)C(=O)N(C)C
→ i	i
95) CCn1cc(/C=C(\NC(=O)c2cc(OC)c(OC)c(OC)c2)C(=O)NCCN2CCOCC2)c2ccccc21
→ i	i
96) CCOC(=O)CN(C)Cc1cn[nH]c1-c1ccc2cc(OC)ccc2c1
→ i	i
97) COC(=O)CS(=O)(=O)c1ccc(C)cc1
→ i	i
98) C=CCCC(=O)NC1CCCc2c1cnn2-c1ccccc1F (configuration not stated)
→ i	i
99) O=C(O)CCC(=O)Nc1ccc(C(=O)N2CCCCC2)cc1
→ i	i
100) Cc1ccc(C(=O)N2CCN(S(=O)(=O)c3ccc(C)cc3)CC2)cc1
→ i	i
101) C=CCN1C(c2cccc(C(F)(F)F)c2)=CS/C1=C(/C#N)c1nnc(N2CCOCC2)n1-c1ccccc1
→ -6.04*	i
102) COC(=O)c1cccc(C(=O)N2CCCC(Nc3ccc4c(c3)OCCO4)C2)c1 (configuration not stated)
→ i	i
103) CCc1ccc(S(=O)(=O)NC2CC(C)(C)NC(C)(C)C2)cc1
→ i	i
104) Cc1cccc(NC(=O)NCCCCc2ccccc2)c1
→ i	i
105) CN(C)c1nc2n(c(=O)n1)CCO2
→ i	i
106) CN(CC(=O)Nc1ccc(F)cc1)C(=O)C1CC(=O)N(Cc2ccccc2)C1 (configuration not stated)
→ i	i
107) COc1cccc(/C=C(\C)C(=O)c2c(C)cc(C)[nH]c2=O)c1OC
→ i	i
108) CCNC(=O)N1CCNC(=O)C1CC(=O)OC (configuration not stated)
→ i	i
109) COc1ccc(NC2=NCCCCC2)cc1
→ i	i
110) Cc1ccc(-n2cc(CN3CCN(C(=O)c4ncn[nH]4)CC3)c(-c3ccc(F)cc3)n2)cc1
→ i	i
111) CC(=O)c1c(C)oc2ccc(N(C(=O)C3CCCCC3)S(=O)(=O)c3cc([N+](=O)[O-])ccc3C)cc12
→ i	i
112) Oc1ccc(/C=N/Nc2nn3cnnc3c3ccccc23)cc1
→ i	i
113) OC(c1ccccc1)c1nccn1Cc1ccccc1 (configuration not stated)
→ i	i
114) CC1CC1C(=O)OCC(=O)c1c(N)n(C)c(=O)n(C)c1=O (configuration not stated)
→ i	i
115) O=C(NCCC(=O)N1CCN(c2ccccc2O)CC1)c1ccc(Br)cc1
→ i	i
116) Cc1ccc2[nH]c3c(c2c1)SC(C)(C)CC3=O
→ i	i
117) CSc1ncccc1C(=O)N(C)CC(=O)Nc1ccc(Cl)c(C(F)(F)F)c1
→ i	i
118) Cc1ccc(C)c(NC(=S)NNC(=O)c2csc(C(C)C)c2)c1
→ i	i
119) O=C(CN(C(=O)CNS(=O)(=O)c1ccc(F)cc1)c1cccc(F)c1)NCC1CCCO1 (configuration not stated)
→ i	i
120) CCO/C=C1/C(=O)N(Cc2ccccc2)C(=O)c2ccccc21
→ i	i
121) CCOC(=O)c1ccc(NC(=O)c2nc[nH]c2C(=O)N[C@@H](C)C(=O)OC(C)(C)C)cc1
→ i	i
122) CCOC(=O)c1c(SCC(=O)Nc2nccs2)nc(C)c(C)c1C
→ i	i
123) Cc1onc(-c2c(Cl)cccc2Cl)c1-c1nnc(-c2ccc(Cl)cc2)o1
→ i	i
124) CCO[C@H]1OC(C(=O)N2CCN(Cc3ccccc3)CC2)=C[C@@H](c2ccccc2)[C@@H]1CCCO
→ i	i
